TrxR1 substrate = rat thioredoxin reductase 1 substrate activity | O89049 | actives 0.01% (n = 390,000) | purified TrxR1 substrate turnover, NADPH consumption readout | Potency, µM (series often up to 114 µM), without a hit: top-dose activity change, negative = substrate turnover; further: potency means the concentration at half of the fitted maximal effect; on the % scale 0 is the no-effect control and ±100 the full control effect; nearly all actives have a fitted effect of over 50% in size
Target sequence (O89049 whole entry, looked up): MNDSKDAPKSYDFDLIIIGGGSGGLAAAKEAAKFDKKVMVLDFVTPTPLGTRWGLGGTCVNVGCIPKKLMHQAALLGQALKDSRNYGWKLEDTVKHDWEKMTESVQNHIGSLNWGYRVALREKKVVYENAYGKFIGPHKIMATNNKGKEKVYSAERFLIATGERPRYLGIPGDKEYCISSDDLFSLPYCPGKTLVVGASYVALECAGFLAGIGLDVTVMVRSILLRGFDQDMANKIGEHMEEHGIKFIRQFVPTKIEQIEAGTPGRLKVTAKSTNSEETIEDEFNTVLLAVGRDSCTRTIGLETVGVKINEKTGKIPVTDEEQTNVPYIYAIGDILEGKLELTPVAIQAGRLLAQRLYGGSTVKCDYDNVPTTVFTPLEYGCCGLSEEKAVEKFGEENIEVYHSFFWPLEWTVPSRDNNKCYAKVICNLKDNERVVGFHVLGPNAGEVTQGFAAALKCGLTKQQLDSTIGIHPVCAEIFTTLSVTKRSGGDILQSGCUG
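Rat TrxR1, dispensed at 90 nM, was prereduced with 400 uM NADPH (final) for 5 min at ~22 deg C, then incubated with compound 15 min before 400 uM selenite. A first-read NADPH fluorescence drop versus no-compound background flagged substrates.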
GLS inh = glutaminase GLS (human) inhibition; actives 0.21% (n = 410,000); GLS enzymatic activity, qHTS titration; Potency, µM (doses to about 45.5 µM), without a hit: at the top dose activity change, negative = inhibition, usual class: inhibitors; further: potency means the concentration at half of the fitted maximal effect; on the % scale 0 is the no-effect control and ±100 the full control effect
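Read-out is an Amplex red fluorescence increase coupled through glutamate oxidase and HRP, measured before and after 30 min room-temperature incubation. hKGA is in 45 mM KH2PO4 (pH 8.2) with 0.02% Tween-20; glutamine added as 1mM solution.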
rTrxR1 inhibitor = blocks rat thioredoxin reductase 1. actives 1% (n = 390,000). Potency, µM (highest dose often 114 µM), for the others: at the highest dose activity change, negative = inhibition, usual class: inhibitors. recombinant rTrxR1, NADPH fluorescence consumption, selenite substrate. O89049; further: potency means the concentration at half of the fitted maximal effect; on the % scale 0 is the no-effect control and ±100 the full control effect; nearly all actives have a fitted effect of over 65% in size
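Rat TrxR1 (90 nM in the dispensed reagent) was pre-reduced with 400 uM NADPH for 5 min at room temperature, then incubated with compound for 15 min. After 400 uM selenite was added, NADPH fluorescence (Ex 340/Em 450 nm) was followed for 8 min.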
PI4K2A block = blocks human PI4K2A kinase activity; AID 1346378; purified PI4K2A, ADP-Glo luminescence, 1 h; active compounds read low; actives 0.13% (n = 420,000); activity change, negative = inhibition, % at 76.9 µM; in the data active means activity change below about -50%; inconclusive means mostly about -30% to -49%;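 further: -100% = wells without enzyme as full effect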
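In this quantitative HTS, ADP production by PI4K2A was quantified luminescently after 1 h at ambient temperature; 100 microM adenosine served as plate-quality control.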
IDH1 R132H inh = human IDH1 R132H inhibition; O75874; IDH1-R132H enzyme, NADPH consumption, diaphorase/resazurin fluorescence; Potency, µM (top dose mostly 76.6 µM), for inactives: at the highest dose activity change, negative = inhibition, hits mostly inhibitors; actives 0.093% (n = 390,000); further: potency means the concentration at half of the fitted maximal effect; on the % scale 0 is the no-effect control and ±100 the full control effect; nearly all actives have a fitted effect of over 65% in size
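IDH1-R132H (0.5 ug/mL dispensed) in pH 7.5 Tris buffer was preincubated 30 min with compound, then given a substrate mix of 0.016 mM NADPH and 2 mM alpha-KG for 80 min at room temperature; remaining NADPH was read by diaphorase/resazurin fluorescence.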
USP1-UAF1 inh = blocks the human USP1/UAF1 deubiquitinase complex | O94782 | recombinant USP1/UAF1, Ub-Rhodamine cleavage fluorescence | Potency, µM (titrated, usually from 57.1 µM), for the others: at the top dose activity change, negative = inhibition, actives largely listed as inhibitors | actives 0.23% (n = 390,000); further: potency means the concentration at half of the fitted maximal effect; on the % scale 0 is the no-effect control and ±100 the full control effect; nearly all actives have a fitted effect of over 60% in size; inactives centre near -12
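Step one: compound is pinned into 1nM USP1/UAF1 in HEPES pH 7.8 buffer with TCEP. Step two: 15 min room-temperature incubation. Step three: Ub-Rho (150nM final) starts cleavage, tracked by fluorescence over six one-minute reads.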
HP1b binding inh = inhibitors of HP1-beta chromodomain binding to methylated histone tails; AlphaScreen HP1-beta / biotin-H3K9me3 peptide binding; Potency, µM (highest dose often 114 µM), without a hit: at the highest dose activity change, negative = inhibition, hits mostly inhibitors; actives 0.56% (n = 390,000); AID 540317; further: potency means the concentration at half of the fitted maximal effect; nearly all actives have a fitted effect of over 70% in size; inactives centre near 23
Target sequence (P83916 whole entry, looked up): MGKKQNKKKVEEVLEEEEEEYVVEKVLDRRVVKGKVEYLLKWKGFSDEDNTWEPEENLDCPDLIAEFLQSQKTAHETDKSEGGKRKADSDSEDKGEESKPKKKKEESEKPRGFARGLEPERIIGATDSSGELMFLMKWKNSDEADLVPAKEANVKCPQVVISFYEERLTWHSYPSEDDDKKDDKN
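AlphaScreen: HP1-beta (50 nM) preformed 30 min with biotin-H3(1-18)K9me3 peptide (50 nM) in PBS pH 7.4, 0.01% Tween-20. Compound added for 30 min at RT, then streptavidin donor/nickel chelate acceptor beads (10 ug/mL) for 30 min.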
Pin1 inh = blocks the human prolyl isomerase Pin1; Pin1 FP peptide displacement, HiFluor488, 10 min; actives 0.009% (n = 390,000); Potency, µM (doses to about 115 µM), for the others: at the top dose activity, negative = inhibition, usual class: inhibitors; Q13526; active means well fitted inhibition curve with a large enough effect in the polarisation, with a control signal flat, not every such curve was filed as active; inconclusive means small, poorly fitted or top-dose-only effect, or effect the other way, or a change in a side signal; inactive means no such curve, though single readings can be large or run the other way; the % refers to the polarisation; further: potency means the concentration at half of the fitted maximal effect; on the % scale 0 is the no-effect control and ±100 the full control effect
Target sequence (Q13526 whole entry, looked up): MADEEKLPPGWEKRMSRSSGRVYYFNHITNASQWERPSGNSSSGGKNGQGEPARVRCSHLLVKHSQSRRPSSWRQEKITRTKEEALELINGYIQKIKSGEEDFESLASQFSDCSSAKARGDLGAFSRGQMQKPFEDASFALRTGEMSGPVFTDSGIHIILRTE
PGK inhibitor = blocks T. brucei phosphoglycerate kinase; P07378; PGK/GAPDH coupled, Kinase-Glo luminescence, 60 min; Potency, µM (doses to about 57.5 µM), for inactives: top-dose activity change, negative = inhibition, actives largely listed as inhibitors; actives 0.043% (n = 380,000); further: potency means the concentration at half of the fitted maximal effect; on the % scale 0 is the no-effect control and ±100 the full control effect; nearly all actives have a fitted effect of over 60% in size
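Recombinant glycosomal PGK reaction used 1,3-bisphosphoglycerate generated in-well by GAPDH (100nM final) in 100mM TEA pH 7.6, 5mM MgCl2, 0.01% Tween-20. After 60 minutes at room temperature, ATP was read by Kinase-Glo Plus luminescence end-point.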
* hit, by the source's call; i = inactive; ? = inconclusive; & = joins results of further samples; [ ] = another dose, or the depositor's remark. Unless noted, the call rests on the fitted dose curve; in most records, active means well fitted curve in the direction sought with a large enough effect; inconclusive means small, poorly fitted or top-dose-only effect, or another doubt; inactive means no such curve, though single readings can be large; an effect the other way counts as inactive or inconclusive.

nr	TrxR1 substrate	GLS inh	rTrxR1 inhibitor	PI4K2A block	IDH1 R132H inh	USP1-UAF1 inh	HP1b binding inh	compound	Pin1 inh	PGK inhibitor
1	1.9%[57.1 µM]	6.5%	16.7%[57.1 µM]	2.7	9.1%	1.2%	38.0%[activator]	C=CCNC(=O)N1c2ccccc2Sc2ccccc21	19.4%	-4.3%
2	2.5%	10.1%	-5.3%	-1.1	3.1%	-24.2%	7.3%	COc1cc(C2NC(=O)NC(C)=C2C(=O)NCc2ccccc2)c(Cl)cc1O (configuration not stated)	-5.5%	-9.9%
3	0.0%	1.0%	-0.7%	-5.5	7.1%	-25.4%	3.5%	Cc1cc(C)n(-c2nnc(NC(C)(C)C)nn2)n1	-8.8%	-3.7%
4	-1.3%	11.1%	7.0%	3.9	2.8%	-8.5%	18.0%	CC(OC(=O)c1cnccn1)C(=O)Nc1nc(-c2cccc([N+](=O)[O-])c2)cs1 (configuration not stated)	?	8.4%
5	4.6%&3.6%	11.2%&-5.2%	13.0%&4.8%	-2.8&2.4	3.5%&-2.3%	1.6%&-7.3%	8.5%&7.4%	CCOC(=O)c1[nH]c(C)c(CCC(=O)O)c1C	-6.4%&3.4%	0.8%&14.5%
6	-7.4%	3.1%	-1.1%	2.4	1.9%	-7.4%	59.9%[activator]	O=C(C1CC1)N1CCc2cc(S(=O)(=O)N3CCCc4ccccc43)ccc21	-4.5%	-17.7%
7	-1.6%	10.0%	-8.0%	0.0	1.3%	-15.5%	26.7%	COCC1CCN(C(=O)C2CCC(=O)N(Cc3cccc(F)c3)C2)CC1 (configuration not stated)	-13.0%	-7.2%
8	3.5%	7.9%	23.8%	-0.4	-5.8%	-28.9%	52.3%[activator]	CN(NS(=O)(=O)c1cccs1)c1ncc(C(F)(F)F)cc1Cl	-6.0%	3.1%
9	-7.2%	1.8%	-14.0%	-2.7	-3.9%	-28.7%	43.1%[activator]	C=CCN1C(=O)CSc2ccc(C(=O)NC(C)c3ccccc3)cc21 (configuration not stated)	-5.3%	-7.1%
10	1.1%	-6.4%	18.8%	5.8	-2.6%	-10.0%	23.1%	CCN(CC(=O)Nc1c(F)cccc1F)C(=O)Cn1c(=O)cnc2ccccc21	-4.0%	i
11	30.8%[activator][57.1 µM]	6.2%	3.2%[57.1 µM]	-5.6	-0.9%	-8.1%	14.0%	COc1ccc2c3c(c(=O)oc2c1OCC(=O)O)CCCC3	0.3%	-10.4%
12	2.8%[57.1 µM]	3.5%&5.4%	8.9%[57.1 µM]	-2.2&0.9	-7.5%&0.0%	-23.0%&-13.1%	47.4%&36.3%[activator]	CCOC(=O)C1CCCN(CCCc2ccccc2)C1 (configuration not stated)	-2.0%&2.4%	7.7%
13	1.8%[57.1 µM]	-9.9%	19.1%[57.1 µM]	4.2	-8.8%	?	16.8%[57 µM]	CN(C)c1ccc(CNC(=O)C2CCN(S(=O)(=O)c3ccc4[nH]c(=O)ccc4c3)CC2)cc1	-1.5%	8.3%
14	5.4%	-1.7%&-1.6%	7.1%	1.0&-4.9	-3.5%	?	43.6%[activator]	O=C1C(Cc2ccccc2)Nc2ncnc(N3CCOCC3)c2N1Cc1ccccc1 (configuration not stated)	-0.6%	5.6%
15	9.6%	3.6%	21.5%	1.4	-5.4%	91.9%[activator]	28.9%	CN1CCc2c(sc(NC(=O)CSc3ccc(F)cc3)c2-c2nc3ccccc3s2)C1	?	i

Pulled by structure from the entries so far:
nr	TrxR1 substrate	GLS inh	rTrxR1 inhibitor	PI4K2A block	IDH1 R132H inh	USP1-UAF1 inh	HP1b binding inh	compound	Pin1 inh	PGK inhibitor
5	4.6%&3.6%	11.2%&-5.2%	13.0%&4.8%	-2.8&2.4	3.5%&-2.3%	1.6%&-7.3%	8.5%&7.4%	CCOC(=O)c1[nH]c(C)c(CCC(=O)O)c1C	-6.4%&3.4%	0.8%&14.5%
14	5.4%	-1.7%&-1.6%	7.1%	1.0&-4.9	-3.5%	?	43.6%[activator]	O=C1C(Cc2ccccc2)Nc2ncnc(N3CCOCC3)c2N1Cc1ccccc1 (configuration not stated)	-0.6%	5.6%

Additional records follow.
nr	TrxR1 substrate	GLS inh	rTrxR1 inhibitor	PI4K2A block	IDH1 R132H inh	USP1-UAF1 inh	HP1b binding inh	compound	Pin1 inh	PGK inhibitor
16	3.0%[57.1 µM]	16.7%	-32.3%[57.1 µM]	-3.6	-5.5%	7.0%	46.1%	C=CCNc1nc2ccccc2nc1NS(=O)(=O)c1cccs1	-0.5%	12.1%
17	6.4%[57.1 µM]	5.0%	17.2%[57.1 µM]	-4.8	-7.2%	-9.2%	43.1%[activator]	CCOc1ccc(NC(=O)CCc2c(C)nn(-c3ccc(N4CCCC4)nn3)c2C)cc1	?	2.3%
18	10.5%[57.1 µM]	13.5%	18.3%[57.1 µM]	4.7	-6.0%	-1.5%	11.4%	COc1ccc(C(=O)COc2ccccc2C(N)=O)cc1	2.3%	-1.5%
19	11.6%[57.1 µM]	5.4%	-0.9%[57.1 µM]	-2.7	1.2%	-8.8%	53.9%	O=C(C1CCCCC1)N1CCN(c2ncccn2)CC1	0.2%	7.6%
20	1.9%	7.5%	16.7%	2.6	-1.9%	-7.5%	26.8%	CCN(CC)S(=O)(=O)c1ccc(N2CCOCC2)c(NC(=O)c2ccc(=O)n(C)n2)c1	-1.0%	4.1%
21	4.2%[57.1 µM]	0.5%	5.4%	-0.5	1.8%	-9.3%	-6.3%	O=S(=O)(c1cccc(S(=O)(=O)N2CCC(Cc3ccccc3)CC2)c1)N1CCOCC1	9.4%	-5.6%
22	-2.5%	-0.6%	16.5%	-2.1	-5.9%	1.0%	43.4%[activator]	O=C(Nc1ncccn1)c1cccc(F)c1	-1.6%	1.5%

In the list so far, these contain sulfur:
nr	TrxR1 substrate	GLS inh	rTrxR1 inhibitor	PI4K2A block	IDH1 R132H inh	USP1-UAF1 inh	HP1b binding inh	compound	Pin1 inh	PGK inhibitor
1	1.9%[57.1 µM]	6.5%	16.7%[57.1 µM]	2.7	9.1%	1.2%	38.0%[activator]	C=CCNC(=O)N1c2ccccc2Sc2ccccc21	19.4%	-4.3%
4	-1.3%	11.1%	7.0%	3.9	2.8%	-8.5%	18.0%	CC(OC(=O)c1cnccn1)C(=O)Nc1nc(-c2cccc([N+](=O)[O-])c2)cs1 (configuration not stated)	?	8.4%
6	-7.4%	3.1%	-1.1%	2.4	1.9%	-7.4%	59.9%[activator]	O=C(C1CC1)N1CCc2cc(S(=O)(=O)N3CCCc4ccccc43)ccc21	-4.5%	-17.7%
8	3.5%	7.9%	23.8%	-0.4	-5.8%	-28.9%	52.3%[activator]	CN(NS(=O)(=O)c1cccs1)c1ncc(C(F)(F)F)cc1Cl	-6.0%	3.1%
9	-7.2%	1.8%	-14.0%	-2.7	-3.9%	-28.7%	43.1%[activator]	C=CCN1C(=O)CSc2ccc(C(=O)NC(C)c3ccccc3)cc21 (configuration not stated)	-5.3%	-7.1%
13	1.8%[57.1 µM]	-9.9%	19.1%[57.1 µM]	4.2	-8.8%	?	16.8%[57 µM]	CN(C)c1ccc(CNC(=O)C2CCN(S(=O)(=O)c3ccc4[nH]c(=O)ccc4c3)CC2)cc1	-1.5%	8.3%
15	9.6%	3.6%	21.5%	1.4	-5.4%	91.9%[activator]	28.9%	CN1CCc2c(sc(NC(=O)CSc3ccc(F)cc3)c2-c2nc3ccccc3s2)C1	?	i
16	3.0%[57.1 µM]	16.7%	-32.3%[57.1 µM]	-3.6	-5.5%	7.0%	46.1%	C=CCNc1nc2ccccc2nc1NS(=O)(=O)c1cccs1	-0.5%	12.1%
20	1.9%	7.5%	16.7%	2.6	-1.9%	-7.5%	26.8%	CCN(CC)S(=O)(=O)c1ccc(N2CCOCC2)c(NC(=O)c2ccc(=O)n(C)n2)c1	-1.0%	4.1%
21	4.2%[57.1 µM]	0.5%	5.4%	-0.5	1.8%	-9.3%	-6.3%	O=S(=O)(c1cccc(S(=O)(=O)N2CCC(Cc3ccccc3)CC2)c1)N1CCOCC1	9.4%	-5.6%

These rows are one share of the data (hit frequency here may not be typical).
